# Source: PubChem BioAssay (several laboratories)
# cardiac RTF act: cardiac RTF calcium sensitivity activators, primary screen, biochemical, IANBD-TnC fluorescence, EC20 calcium. Troponin I, cardiac muscle (Homo sapiens) + Troponin T, cardiac muscle (Homo sapiens) + …. IANBD-labeled TnC RTF fluorescence at EC20 calcium; 0% EC20 calcium, 100% full calcium. activation, % at 7.2 µM. hit rate 0.24% among 340,000. AID 493008, 2010;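 active = activation above the mean over all tested compounds plus 3 SD, cut at about 30% in these data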;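 note: rise in fluorescence read as greater calcium sensitivity of cardiac thin filaments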
# SR-BI DiI-HDL act: activators of SR-BI mediated DiI-HDL uptake, primary screen, ldlA[mSR-BI] CHO cells, DiI fluorescence. AID 504775, 2011. hit rate 0.096% among 320,000. activation, % at 12.5 µM. 3 h; 100 = double the neutral-control signal;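 active = mean replicate activation of at least 60% and every replicate at or above 60%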;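 note: 0% = median plate neutral-control signal and 100% = twice that signal; values of inactives mirror those of a sister screen read the other way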
#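 material = CHO ldlA[mSR-BI] cells | medium = Ham's F12 with 0.5% BSA, HEPES 25 mM, pH 7.4 | reagent = fluorescent DiI-HDL, 10 µg/mL final | compound dosing = single-point compound dose | incubation = 3 h, 37 °C | measured by = bottom-read fluorescence, 550/595 nm | measure = HDL uptake via cellular fluorescence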
# DAGLB inh: DAGLB lipase inhibitors, primary screen, biochemical, fluorescence, HTS; HEK293T DAGLB membrane lysate, EnzChek fluorogenic substrate; AID 504411, 2011; hit rate 0.059% among 340,000; inhibition, % at 5.17 µM; in the data active = inhibition above about 34%;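 note: 0% = enzyme with vehicle and 100% = wells lacking enzyme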
# Rtt109 HAT inh: inhibitors of C. albicans Rtt109/Vps75 HAT, primary screen, biochemical, ThioGlo CoA-SH fluorescence, plate reader | Histone acetyltransferase RTT109 (Candida albicans (strain SC5314 / ATCC MYA-2876)), … | purified Rtt109/Vps75, 4 h | inhibition, % at 34.9 µM | hit rate 0.16% among 330,000 | AID 540336, 2011;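 active = inhibition of at least 50% in every replicate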
# Target sequence (Q5AAJ8 whole entry, looked up): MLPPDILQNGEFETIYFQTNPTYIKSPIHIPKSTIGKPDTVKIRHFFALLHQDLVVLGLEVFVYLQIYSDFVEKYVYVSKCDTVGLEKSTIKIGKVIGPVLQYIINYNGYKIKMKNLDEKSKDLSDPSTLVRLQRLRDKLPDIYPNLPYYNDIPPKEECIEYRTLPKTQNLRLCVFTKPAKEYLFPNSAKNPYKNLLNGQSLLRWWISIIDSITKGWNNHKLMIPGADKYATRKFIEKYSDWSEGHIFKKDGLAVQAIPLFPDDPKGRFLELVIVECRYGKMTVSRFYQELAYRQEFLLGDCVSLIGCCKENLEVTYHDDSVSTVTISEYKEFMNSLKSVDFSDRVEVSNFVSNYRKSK
# Keap1 Nrf2 FP: Keap1-Nrf2 protein-protein interaction inhibitors, primary screen, biochemical, fluorescence polarization, single point | Kelch-like ECH-associated protein 1 (Homo sapiens), Q14145 | Keap1 Kelch-Nrf2 peptide fluorescence polarization, 1536-well | inhibition, % at 9.4 µM | hit rate 0.15% among 340,000 | AID 504523, 2011; in the data active = inhibition above about 12%;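 note: human Keap1 Kelch domain with fluorescein labeled Nrf2 9mer peptide probe; 0% = neutral control wells and 100% = peptide positive control; higher means more block of Keap1 binding to Nrf2 peptide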
# PKA-R2B activ: activators of PKA-R2B holoenzyme, primary screen, biochemical, fluorescence polarization, Cy5-IP20, human; cAMP-dependent protein kinase catalytic subunit beta (Homo sapiens) + cAMP-dependent …; PKA-R2B holoenzyme dissociation; R2B truncated from residue 108, S112A mutant; 0% DMSO only, 100% 113 µM cGMP; activation, % at 11.4 µM; hit rate 0.079% among 340,000; AID 504700, 2011;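 active = activation above a cutoff set at the mean over all compounds plus 3 SD, cut at about 18% in these data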;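 note: higher means more holoenzyme dissociation and a rise in polarization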
# Target sequence (P31323 whole entry, looked up, other chains not shown, the tested form may be a part): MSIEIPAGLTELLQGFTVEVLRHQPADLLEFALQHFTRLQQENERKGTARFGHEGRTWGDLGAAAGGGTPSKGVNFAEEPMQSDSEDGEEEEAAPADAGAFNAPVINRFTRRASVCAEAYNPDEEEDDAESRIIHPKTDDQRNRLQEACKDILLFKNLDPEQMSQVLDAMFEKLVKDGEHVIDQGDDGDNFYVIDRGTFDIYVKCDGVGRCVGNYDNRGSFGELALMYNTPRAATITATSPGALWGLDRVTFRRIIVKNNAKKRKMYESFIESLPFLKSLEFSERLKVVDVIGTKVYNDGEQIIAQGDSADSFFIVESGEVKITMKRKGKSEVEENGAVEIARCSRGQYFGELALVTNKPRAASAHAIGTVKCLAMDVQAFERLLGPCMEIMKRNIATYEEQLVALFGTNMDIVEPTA
# RTF Ca sens inh: cardiac RTF calcium sensitivity inhibitors, primary screen, biochemical, IANBD-TnC fluorescence, EC70 calcium; Troponin I, cardiac muscle (Homo sapiens) + Troponin T, cardiac muscle (Homo sapiens) + …; IANBD-labeled cardiac RTF, Ca2+ fluorescence; inhibition, % at 7.15 µM; hit rate 0.12% among 340,000; AID 493244, 2011;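 active = inhibition above the mean inhibition of all tested compounds plus 3 SD, cut at about 17% in these data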;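 note: assay run at fixed EC70 calcium of 1.6 mM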
# CAL PDZ FP-1: CAL PDZ peptide-binding inhibitors, primary screen, biochemical, fluorescence polarization, Cer-tagged CAL PDZ, HTS | Golgi-associated PDZ and coiled-coil motif-containing protein (Homo sapiens), Q9HD26 | purified CAL PDZ, TMR-peptide fluorescence polarization, 1 h | inhibition, % at 20 µM | hit rate 0.02% among 330,000 | AID 504414, 2011;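 active = highest replicate inhibition of at least 40%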;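 note: plate controls were DMSO neutral control wells for no effect and unlabeled competitor peptide control wells for full effect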
#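 Test system: tagged CAL PDZ domain / Buffer or medium: sodium phosphate/NaCl buffer pH 7.4 with TCEP, IgG, Thesit / Reagent: TMR-labelled reporter peptide T*-PRC34 bound in PDZ groove / Compound dosing: single point, 20 µM / Schedule: 1 h incubation at room temperature before polarization reading / Technique: fluorescence polarization (mP) / Benchmarks: unlabelled peptide, DMSO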
# C-LANA FP: inhibitors of KSHV C-LANA binding to DNA, primary screen, biochemical, fluorescence polarization, FAM-LBS DNA, MBP-C-LANA, single point; hit rate 0.078% among 340,000; inhibition, % at 9 µM;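 active = highest replicate inhibition at or above 60% at 9 µM, even if other replicates fall short; inactive = all replicates below 60% inhibition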;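 note: 0% = neutral control wells and 100% = 4 µM acridine orange control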
# CAL PDZ FP-2: untagged CAL PDZ binding inhibitors, primary screen, biochemical, fluorescence polarization, HTS. purified CAL PDZ, TMR-peptide fluorescence polarization, 1 h. hit rate 0.92% among 300,000. AID 602252, 2012. Golgi-associated PDZ and coiled-coil motif-containing protein (Homo sapiens), Q9HD26. inhibition, % at 24.9 µM;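 active = mean inhibition of at least 30% with at least half of replicates also reaching 30%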;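 note: 0% = DMSO neutral control and 100% = excess unlabeled competitor peptide PRC23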
# * = called active by the depositor; · = not tested or not shown.
SMILES,cardiac RTF act,SR-BI DiI-HDL act,DAGLB inh,Rtt109 HAT inh,Keap1 Nrf2 FP,PKA-R2B activ,RTF Ca sens inh,CAL PDZ FP-1,C-LANA FP,CAL PDZ FP-2
CC(C)(C)N1C(=O)c2ccc(C(=O)Nc3ccc(-c4nc5ccccc5[nH]4)cc3)cc2C1=O,-2,15,-1,2,2,7,-2,-2.3,-0.2,-4
COc1ccc(S(=O)(=O)Nc2ccc3c(c2)CC(=O)N([C@@H](C)CO)C[C@@H](C)[C@@H](CN(C)Cc2ccccc2)O3)cc1,-1,-4,3,15,-3,4,1,0.4,-1.9,-3
O=C(O)CCn1c(SCc2cc(=O)n3ccccc3n2)nc2ccsc2c1=O,1,2,3,-2,2,5,-4,0.1,0.4,1
Cc1oc2cc(OCc3cnn(-c4ccccc4)c3)ccc2c(=O)c1Oc1ccccc1F,5,5,-2,1,-4,6,-3,-1.0,0.8,-2
COc1cc(CNC(=O)c2cc(C(=O)NCc3cc(OC)cc(OC)c3)n(C)n2)cc(OC)c1,-1,-61,2,-3,-3,-7,0,-3.1,-1.0,-2
COC(=O)CSc1ncc(OC)c(OC)n1,-2,12,2,·,-2,4,-3,-1.6,0.8,-2
Cc1ccc(-c2nc(=O)[nH]c3ccc(Br)cc23)cc1,1,-21,1,2,0,-7,-8,·,0.6,-2
C/C(=N\N=C1\NC(=O)C(CC(=O)Nc2ccc(C)c(Cl)c2)S1)C(C)(C)C (stereo unspecified),-6,1,2,-3,2,-14,5,-2.2,0.0,-8
N#Cc1c(N)nc2c(c1-c1ccccc1)CCC2,2,-11,-2,-6,-4,3,-9,-0.8,-0.1,3
Cc1cc(NC(=O)CON=C(N)CC(=O)Nc2ccccc2Cl)ccc1Br,-3,1,-3,4,-5,-1,-5,-0.9,0.1,-2
CN(C)C(=O)c1nc2ccc(Cl)cn2c1CNCc1ccccc1OC(F)(F)F,3,9,0,1,-4,-8,-4,-0.2,-0.5,·
NC(=O)NC(=O)Nc1ccccc1Cl,2,29,1,-3,2,-15,7,-2.6,-0.8,-1
COC(=O)Nc1ccc(S(=O)(=O)N2CCC(C)CC2)cc1,-2,17,-4,4,4,3,-4,0.8,-0.5,·
COc1ccc(S(=O)(=O)Nc2cccc(N(C)S(C)(=O)=O)c2)cc1Br,0,4,-1,4,3,-10,5,-1.6,0.7,-6
CCN(CC)CC(=O)Nc1scc2c1c(=O)oc1ccccc12,9,·,-5,4,-4,5,-2,-0.8,0.6,·
O=C(NC(=S)Nc1ccccc1CO)C1CCCCC1,2,-59,2,3,0,-3,-1,1.0,-3.0,-6
CCOc1cc(-c2noc(CCC(=O)N3CCOCC3)n2)ccc1OC,-5,-22,1,-1,5,6,14,-0.1,-1.1,2
COc1cc(NC(=O)c2ccc(-c3cccc(F)c3)o2)ccc1NC(=O)c1ccccc1Cl,-1,-69,-6,3,2,2,-8,0.6,15,-3
CC1(C)CC(=O)CC(=Nc2ccc(C(=O)O)cc2)C1,2,25,-2,-13,-3,2,-4,-0.2,-0.7,-3
O=C(COC(=O)CCc1ccc(S(=O)(=O)N2CCOCC2)cc1)NCc1ccc(Cl)cc1,-1,14,-4,-1,-2,-1,-29,0.2,-0.8,0
Cc1cccc(N2CCN(Cc3c(C)n(C)n(-c4ccccc4)c3=O)CC2)c1C,0,-17,2,-1,-1,-7,-12,-1.1,-0.2,3
CN(c1ccc(C(=O)NCC2CCCO2)cc1)S(=O)(=O)c1ccccc1 (stereo unspecified),-4,6,4,6,-3,-3,-20,-0.8,3.1,-2
Cc1c(C(=O)NCC(C)(C)N2CCOCC2)oc2ccccc12,-3,8,-1,9,-3,-13,7,1.0,3.1,-2
COc1ccc(Nc2nc(C)c3ccccc3n2)cc1,2,4,-5,-7,5,-2,-8,0.6,0.1,3
C=CCOn1c(-n2nc(C)cc2C)nc2ccccc2c1=O,-3,26,-2,1,-3,-6,-2,-1.8,0.3,·
O=C(NCc1cccs1)c1ccc(N2CCCCC2)nc1,0,-8,0,0,-3,-2,-7,-3.2,1.1,-2
Nc1nc(Sc2ccc(C(F)(F)F)cc2[N+](=O)[O-])n[nH]1,1,-5,-5,-4,-3,-3,4,-1.3,-0.7,-3
COC(=O)CN1C(=O)CSc2ncccc21,-1,11,1,0,-7,0,-4,-0.5,0.7,-1
Cc1cc(C)nc(SCC(=O)c2ccc(O)c(O)c2)n1,0,22,1,4,3,-5,-13,-2.4,7.1,0
Cc1ccc(NC(=S)Nc2ccccn2)cc1C,·,-9,·,-9,2,·,·,0.3,3.4,-2

# Compound profiles, as listed above:
# Record of Cc1cc(C)nc(SCC(=O)c2ccc(O)c(O)c2)n1 = cardiac RTF act = 0; SR-BI DiI-HDL act = 22; DAGLB inh = 1; Rtt109 HAT inh = 4; Keap1 Nrf2 FP = 3; PKA-R2B activ = -5; RTF Ca sens inh = -13; CAL PDZ FP-1 = -2.4; C-LANA FP = 7.1; CAL PDZ FP-2 = 0
# Record of C=CCOn1c(-n2nc(C)cc2C)nc2ccccc2c1=O = cardiac RTF act = -3; SR-BI DiI-HDL act = 26; DAGLB inh = -2; Rtt109 HAT inh = 1; Keap1 Nrf2 FP = -3; PKA-R2B activ = -6; RTF Ca sens inh = -2; CAL PDZ FP-1 = -1.8; C-LANA FP = 0.3; CAL PDZ FP-2 = ·

# Carrying on:
SMILES,cardiac RTF act,SR-BI DiI-HDL act,DAGLB inh,Rtt109 HAT inh,Keap1 Nrf2 FP,PKA-R2B activ,RTF Ca sens inh,CAL PDZ FP-1,C-LANA FP,CAL PDZ FP-2
COc1cccc(CN2CCNC(=O)C2CC(=O)NCc2cc(C(C)C)no2)c1 (stereo unspecified),5,-2,1,-4,-5,8,-8,-1.8,2.3,-1
O=C(O)CCc1ccc(-c2ccccc2)n1-c1ccc(C(=O)O)cc1,5,26,2,-11,-7,-2,-7,-0.5,-0.6,-1
O=[N+]([O-])c1cc(C(F)(F)F)ccc1NCCc1ccncc1,-1,8,0,·,-5,-13,0,-3.3,-1.8,-3
O=C(NCC(c1ccco1)N1CCCCC1)c1cccc(NS(=O)(=O)c2ccc(Br)cc2)c1 (stereo unspecified),3,7,4,·,·,-7,-11,-1.7,·,-10
O=C(O)C1CCCCC1C(=O)NCc1ccccn1 (stereo unspecified),4,5,2,-3,-4,-8,-4,-0.9,-0.6,3
Cc1cccc(N2CCN(C(=O)c3ccc4nc[nH]c4c3)CC2)c1C,4,16,2,4,-5,-5,-7,0.2,3.0,-1
CCC1(OC(=O)CN(C)C)C(=O)OCc2c1cc1n(c2=O)Cc2cc3c(N)cccc3nc2-1 (stereo unspecified),0,14,1,-4,-1,-12,-7,0.7,1.4,-3
Cc1ccccc1NS(=O)(=O)c1ccc(OCCNS(C)(=O)=O)cc1,4,10,1,4,-2,-6,-14,-0.7,2.3,1
O=C(NCc1cccnc1)c1cc(S(=O)(=O)N2CCCC2)c(Cl)cc1Cl,0,·,3,-4,2,-7,-3,-3.3,0.7,8
CCC(=O)OCC(=O)Nc1cc(S(=O)(=O)N(C)C)ccc1Cl,-1,17,2,-40,2,-1,0,-0.4,0.3,14

# Looked up above.
# CAL PDZ FP-2 result of Cc1oc2cc(OCc3cnn(-c4ccccc4)c3)ccc2c(=O)c1Oc1ccccc1F → -2
# DAGLB inh result of COc1cc(NC(=O)c2ccc(-c3cccc(F)c3)o2)ccc1NC(=O)c1ccccc1Cl → -6

# (list continues)
SMILES,cardiac RTF act,SR-BI DiI-HDL act,DAGLB inh,Rtt109 HAT inh,Keap1 Nrf2 FP,PKA-R2B activ,RTF Ca sens inh,CAL PDZ FP-1,C-LANA FP,CAL PDZ FP-2
Cc1ccsc1/C=N/NC(=O)c1nnn(-c2nonc2N)c1-c1ccccc1,6,-52,1,9,-2,-4,-3,-0.6,-1.7,-3
O=C(Cc1ccccc1)NNC(=O)Nc1ccccc1,1,15,-2,-2,-4,-6,3,-2.0,-0.2,0
Cc1ccc(S(=O)(=O)NNC(=O)C2CC=CCC2C(=O)O)cc1 (stereo unspecified),-1,3,1,·,2,21*,-5,-0.7,-0.6,2
NC(=O)c1ccc(NCc2ccco2)c([N+](=O)[O-])c1,-5,16,-1,5,1,-7,-5,0.5,0.4,·
O=C(N/N=C/c1ccc(OC(=O)c2ccccc2Cl)cc1)c1ccc(O)cc1,3,-44,0,-7,-2,0,-6,-2.0,-2.8,-5
CCN(CC)CCCN1C(=O)C(=O)/C(=C(/O)c2ccc(OC)cc2)C1c1ccco1 (stereo unspecified),2,·,-2,-2,-2,7,-14,-1.8,0.5,-5
CC(C)c1ccc(NCCC(=O)c2ccc(Br)cc2)cc1,3,10,0,-5,1,-12,-4,0.5,1.2,-3
O=C(Nc1ncc(S(=O)(=O)c2ccc([N+](=O)[O-])cc2)s1)c1cccnc1,-4,15,2,0,1,2,-1,-0.6,-1.0,·

# Quoted at random: 6 entries already listed, in no set order.
SMILES,cardiac RTF act,SR-BI DiI-HDL act,DAGLB inh,Rtt109 HAT inh,Keap1 Nrf2 FP,PKA-R2B activ,RTF Ca sens inh,CAL PDZ FP-1,C-LANA FP,CAL PDZ FP-2
CCN(CC)CCCN1C(=O)C(=O)/C(=C(/O)c2ccc(OC)cc2)C1c1ccco1 (stereo unspecified),2,·,-2,-2,-2,7,-14,-1.8,0.5,-5
Cc1ccc(S(=O)(=O)NNC(=O)C2CC=CCC2C(=O)O)cc1 (stereo unspecified),-1,3,1,·,2,21*,-5,-0.7,-0.6,2
O=C(Cc1ccccc1)NNC(=O)Nc1ccccc1,1,15,-2,-2,-4,-6,3,-2.0,-0.2,0
NC(=O)c1ccc(NCc2ccco2)c([N+](=O)[O-])c1,-5,16,-1,5,1,-7,-5,0.5,0.4,·
O=C(Nc1ncc(S(=O)(=O)c2ccc([N+](=O)[O-])cc2)s1)c1cccnc1,-4,15,2,0,1,2,-1,-0.6,-1.0,·
Cc1ccsc1/C=N/NC(=O)c1nnn(-c2nonc2N)c1-c1ccccc1,6,-52,1,9,-2,-4,-3,-0.6,-1.7,-3
